AddAB inh – growth inhibition of E. coli expressing H. pylori AddAB, primary screen, AddAB inhibitor project, absorbance; inhibition, % at 11.9 µM; 330,000 compounds, 0.29% hits; AID 435030, 2010; in the data active = inhibition above about 12%;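 note: 0% = vehicle wells of infected cells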
phage Ecoli inh – growth loss of phage-infected E. coli, primary screen, RecBCD inhibitor project, absorbance, with phage, HTS. inhibition, % at 11.9 µM. 360,000 compounds, 0.26% hits. AID 651602, 2012; in the data active = inhibition above about 11%
Wnt bcat act – Wnt/beta-catenin pathway activators, primary screen, cell-based, plate reader, single point; Wnt/beta-catenin reporter cell assay, activator; activation, % at 9.35 µM; 300,000 compounds, 1.2% hits; in the data active = activation above about 30%, passing the limit was not always enough; inconclusive = no clear call, values can overlap the other calls;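 note: 0% = neutral control wells and 100% = positive control wells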
DAGLB inhibitor – DAGLB lipase inhibitors, primary screen, biochemical, fluorescence, HTS; Diacylglycerol lipase-beta (Homo sapiens), Q8NCG7; HEK293T DAGLB membrane lysate, EnzChek fluorogenic substrate; inhibition, % at 5.17 µM; 340,000 compounds, 0.059% hits; in the data active = inhibition above about 34%;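 note: 0% = enzyme with vehicle and 100% = wells lacking enzyme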
Target sequence (Q8NCG7 whole entry, looked up): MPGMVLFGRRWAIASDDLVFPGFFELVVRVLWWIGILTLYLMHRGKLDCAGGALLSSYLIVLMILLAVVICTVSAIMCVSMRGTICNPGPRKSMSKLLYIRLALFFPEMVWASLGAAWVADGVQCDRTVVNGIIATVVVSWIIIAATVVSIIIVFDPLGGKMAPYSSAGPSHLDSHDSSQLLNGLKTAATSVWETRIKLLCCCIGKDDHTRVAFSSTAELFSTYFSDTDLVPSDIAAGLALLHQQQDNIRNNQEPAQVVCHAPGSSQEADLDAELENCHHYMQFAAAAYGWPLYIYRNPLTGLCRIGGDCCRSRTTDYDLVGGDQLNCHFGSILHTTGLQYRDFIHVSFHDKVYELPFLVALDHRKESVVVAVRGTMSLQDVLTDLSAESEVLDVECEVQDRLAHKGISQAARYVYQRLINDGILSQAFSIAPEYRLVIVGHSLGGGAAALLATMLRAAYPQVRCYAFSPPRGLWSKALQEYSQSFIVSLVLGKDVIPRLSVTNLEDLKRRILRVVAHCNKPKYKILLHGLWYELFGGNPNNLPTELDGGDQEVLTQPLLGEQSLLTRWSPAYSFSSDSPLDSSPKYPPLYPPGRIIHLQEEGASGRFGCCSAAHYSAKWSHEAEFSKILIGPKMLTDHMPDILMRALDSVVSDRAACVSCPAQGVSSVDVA
PfHsp90 yeast 2 – growth inhibition of PfHsp90-expressing yeast, primary screen, antimalarial PfHsp90 inhibitor project, S. cerevisiae, BacTiter-Glo luminescence, single point, set 2; BacTiter-Glo ATP, 48 h; yeast lacking PDR1 and PDR3 efflux regulators; inhibition, % at 9.4 µM; 310,000 compounds, 0.32% hits; AID 504621, 2011;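 active = every replicate shows inhibition above about 80%, whatever the replicate mean, limit read from the data; inconclusive = mean inhibition reaches the set limit but some replicate falls short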;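 note: 0% = DMSO neutral controls and 100% = 20 µM radicicol positive controls; yeast relying on Plasmodium falciparum Hsp90 in place of its own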
Ecoli viability – E. coli V3065 growth inhibition, primary screen, counter-screen for AddAB inhibitor project, absorbance, OD600. 330,000 compounds, 0.27% hits. inhibition, % at 11.9 µM. 18 h;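 active = inhibition above the campaign's mean inhibition across all tested compounds plus 3 SD, cut at about 9.9% in these data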;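 note: uninfected addAB+ strain grown without phage in ampicillin broth; 0% = DMSO wells and 100% = ciprofloxacin 0.95 µg/ml wells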
Tat export inh – E. coli Tat export inhibitors, primary screen, MC4100, TorA-mCherry reporter, fluorescence, single point | inhibition, % at 10 µM | 340,000 compounds, 0.036% hits | AID 488895, 2010;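 active = mean replicate inhibition at least 50% and at least half of replicates individually reaching 50%; inconclusive = only one of the two criteria met; inactive = neither criterion met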;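 note: exported cargo escapes ClpAP degradation while cytoplasmic cargo is degraded and loses fluorescence; 0% = median of neutral control wells and 100% = median of NaSCN control wells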
CAL PDZ inh – CAL PDZ peptide-binding inhibitors, primary screen, biochemical, fluorescence polarization, Cer-tagged CAL PDZ, HTS. Golgi-associated PDZ and coiled-coil motif-containing protein (Homo sapiens), Q9HD26. AID 504414, 2011. inhibition, % at 20 µM. purified CAL PDZ, TMR-peptide fluorescence polarization, 1 h. 330,000 compounds, 0.02% hits;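 active = highest replicate inhibition of at least 40%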;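 note: plate controls were DMSO neutral control wells for no effect and unlabeled competitor peptide control wells for full effect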
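Read-out basis: mP drop reported as inhibition | Assay system: Tagged CAL PDZ protein CerCALP, purified | Benchmarks: Unlabelled peptide for full inhibition, DMSO wells as neutral | Schedule: 1 h incubation at room temperature before polarization reading | Buffer or medium: Sodium phosphate/NaCl buffer pH 7.4 with TCEP, IgG, Thesit | Doses: Single point, 20 µM | Measured by: Fluorescence polarization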
PvdQ inh – P. aeruginosa PvdQ acylase inhibitors, primary screen, biochemical, fluorescence, plate reader and imaging, single point. 340,000 compounds, 0.063% hits. PvdQ acylase [Pseudomonas aeruginosa LESB58]. inhibition, % at 10 µM. purified PvdQ acylase. AID 488965, 2010; in the data active = inhibition above about 30%, passing the limit was not always enough; inconclusive = no clear call, values can overlap the other calls;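 note: 0% = vehicle neutral wells and 100% = reference inhibitor wells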
Rtt109 HAT inh – inhibitors of C. albicans Rtt109/Vps75 HAT, primary screen, biochemical, ThioGlo CoA-SH fluorescence, plate reader; AID 540336, 2011; Histone acetyltransferase RTT109 (Candida albicans (strain SC5314 / ATCC MYA-2876)), …; inhibition, % at 34.9 µM; purified Rtt109/Vps75, 4 h; 330,000 compounds, 0.16% hits;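 active = inhibition of at least 50% in every replicate; inconclusive = best replicate reaches 50% inhibition but some replicates fall short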
Target sequence (Q5AAJ8 whole entry, looked up): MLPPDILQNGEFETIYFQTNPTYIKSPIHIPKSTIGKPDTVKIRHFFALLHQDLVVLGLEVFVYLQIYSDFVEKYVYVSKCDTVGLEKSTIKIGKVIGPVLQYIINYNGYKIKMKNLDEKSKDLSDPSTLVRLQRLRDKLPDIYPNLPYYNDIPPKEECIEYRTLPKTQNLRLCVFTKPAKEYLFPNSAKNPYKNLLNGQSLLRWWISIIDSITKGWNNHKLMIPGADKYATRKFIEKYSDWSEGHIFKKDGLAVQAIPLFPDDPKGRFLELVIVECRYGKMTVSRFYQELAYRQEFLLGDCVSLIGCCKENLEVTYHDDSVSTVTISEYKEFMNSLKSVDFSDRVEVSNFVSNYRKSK
Starred values were filed as active, the others as inactive; ? = inconclusive; / = no result given.

SMILES | AddAB inh | phage Ecoli inh | Wnt bcat act | DAGLB inhibitor | PfHsp90 yeast 2 | Ecoli viability | Tat export inh | CAL PDZ inh | PvdQ inh | Rtt109 HAT inh
CCCCOc1ccc(-c2c(C#N)c(N)[nH]c(=S)c2C#N)cc1 | -1.1 | -0.8 | 4 | / | / | -1.9 | / | / | / | /
Cc1cc(N)n(-c2ccc(Oc3ccccc3)c(S(=O)(=O)O)c2)n1 | / | 4.9 | 0 | 8 | -23 | / | 3 | -2.2 | -18 | -14
Cc1cc(NCCO)c2cc(O)ccc2n1 | -3.3 | 2.1 | / | -2 | 24 | -2.3 | 2 | -0.2 | -6 | 3
Fc1ccc(Cn2c(SCc3ccc(F)c(C(F)(F)F)c3)nnc2C(F)(F)F)cc1 | 1.9 | 4.4 | / | -11 | -48 | 2.5 | 30 | -3.4 | -11 | 0
COc1ccc(/C=C2/SC(=O)N(CCC(=O)Nc3ccc(C)cc3)C2=O)cc1OC | -1.2 | 2.1 | -6 | / | / | -2.5 | / | / | / | /
CC1CC(C)CN(C(=O)Cn2c(=O)c3cccn3c3cccnc32)C1 (stereo unspecified) | 1.2 | 1.1 | 3 | 1 | -29 | 0.4 | 0 | -0.1 | -7 | -1
CCN(C(=O)COC(=O)c1cncc(Br)c1)C1CCS(=O)(=O)C1 (stereo unspecified) | 1.3 | 0.8 | 0 | -3 | -10 | -1.4 | -11 | -0.4 | -5 | -18
O=C1CC(C(=O)Nc2ccccc2)C2(CCCCC2)O1 (stereo unspecified) | 1.1 | 0.9 | / | 1 | 9 | -1.3 | -10 | 0.6 | -13 | -5
COCc1c(C(N)=O)nnn1-c1nonc1N | 0.9 | 3.3 | -5 | -1 | -61 | 3.5 | 9 | -1.9 | -7 | 17
Cc1ccc(/C=N/N2CCN(c3ccccn3)CC2)o1 | 0.6 | 3.8 | -1 | -4 | 17 | -0.4 | -8 | -2.5 | -16 | 0
CCCc1cc(C(=O)Nc2cc(Br)ccc2O)no1 | -1.6 | 4.0 | 15 | -11 | -8 | 2.9 | -10 | -1.1 | 7 | 6
NNc1nc2sc3c(c2c(=O)n1-c1ccccc1)CCCC3 | -1.2 | 1.9 | 3 | -3 | -2 | -2.9 | 7 | -1.2 | 1 | 3
CC(C)[C@H](NC(=O)[C@@H]1CSC2c3ccccc3C(=O)N21)C(=O)NC1CCCC1 (stereo partly specified) | 0.3 | 1.1 | -1 | 0 | -14 | 0.5 | -1 | -2.8 | -11 | -5
CC1(C)CC(C)(c2ccc(O)cc2O)N(c2ccc3ccccc3c2)C(=S)N1 (stereo unspecified) | 4.4 | 1.2 | / | 5 | -3 | 5.2 | 11 | -0.2 | -9 | -8
O=C(NCc1ccco1)C1Cc2ccccc2CN1C(=O)c1ccco1 (stereo unspecified) | 0.5 | 2.5 | -1 | -1 | 14 | -0.9 | 1 | 0.6 | -30 | -4
CC1CCN(S(=O)(=O)c2ccc(NC(=O)C3CC3)cc2)CC1 | 2.3 | -2.5 | -1 | -3 | -7 | -1.1 | 0 | -1.2 | -10 | -5
COc1ccccc1/C=C\C=N\n1c(-c2ccc(Cl)cc2)n[nH]c1=S | 0.1 | 3.7 | -2 | -3 | 1 | -1.1 | 12 | -3.0 | -3 | 1
CN(C)c1nc(=NCc2ccco2)ss1 | -1.9 | / | / | -2 | -16 | 1.1 | -8 | 0.1 | -13 | 0
CCCCCCn1c2c(c(=N)c3c1CCC3)CCC2 | 1.6 | 3.1 | / | 1 | / | 0.6 | -10 | -2.3 | -6 | 1
Clc1ccc(SCCCCN2CCNCC2)cc1 | 2.8 | 2.3 | -2 | -2 | 28 | 0.9 | 2 | -0.6 | -14 | 9
CN(Cc1ccon1)C(=O)CCc1nnc(CCCCc2ccccc2)o1 | 1.2 | 1.4 | 0 | 2 | 8 | 1.4 | 8 | -0.5 | -14 | 0
COc1ccc(Cn2cnc3c(N)c(C)c(C)cc32)cc1 | 2.2 | 4.6 | -2 | 2 | -40 | -0.7 | -6 | -0.5 | -6 | /
O=C(CNC(=S)N(Cc1ccccc1)Cc1ccccc1F)NCCc1ccc(Cl)cc1 | -0.6 | 1.3 | 0 | -2 | -13 | -0.5 | 21 | -0.1 | -9 | -14
CC(C)(C)NC(=O)CSc1nc2[nH]ncc2c(=O)[nH]1 | 1.2 | 1.7 | / | 1 | 11 | -0.3 | -6 | -2.9 | 16 | -7
CC1(C)Oc2ccc3ccc(=O)oc3c2C[C@H]1O | 1.5 | 2.2 | -1 | -1 | -9 | -3.1 | -7 | -1.1 | -8 | 1

The results go on:
SMILES | AddAB inh | phage Ecoli inh | Wnt bcat act | DAGLB inhibitor | PfHsp90 yeast 2 | Ecoli viability | Tat export inh | CAL PDZ inh | PvdQ inh | Rtt109 HAT inh
COc1cc(NC(C)=O)ccc1-c1cc2ccccc2oc1=O | 1.9 | 0.9 | -3 | 1 | -33 | -1.5 | 6 | -1.6 | -6 | -6
Cc1cccc(N/C(N)=N/c2nc(C(F)(F)F)cc(=O)[nH]2)c1C | 1.3 | 4.3 | 0 | -1 | 11 | 0.1 | -5 | 0.7 | -2 | -9
Cc1csc(=O)n1CCC(=O)OCC(=O)NNC(=O)c1ccccc1 | -1.5 | 0.6 | 0 | 1 | 33 | 0.7 | 1 | -1.8 | -10 | 5
CC(C)(C)OC(=O)C[C@@H]1C/C=C\C[C@H](CC(=O)N(CCO)Cc2ccccc2)C(=O)NC[C@H](c2ccccc2)OC1=O | -0.4 | 0.2 | -5 | 3 | 3 | -1.5 | 1 | -1.1 | -6 | 5
CCOc1ccc(C(=O)N(Cc2ccc(N(C)C)cc2)C2CCS(=O)(=O)C2)cc1 (stereo unspecified) | 2.1 | 1.8 | -5 | 1 | 6 | -0.3 | -9 | -0.1 | 12 | 12
OC(CN1CCCC1)Cn1ccc2ccccc21 (stereo unspecified) | 1.2 | 1.0 | -1 | -3 | 13 | -0.3 | -12 | -1.5 | -12 | 0
Cc1cccc(NC(=O)CNC(=O)COc2ccc(C(=O)c3ccc(F)cc3)cc2)c1C | 0.9 | 2.7 | 42* | -3 | -19 | -1.7 | -7 | 0.7 | -7 | -10
Cc1cc2[nH]c(=O)c(=O)[nH]c2cc1S(=O)(=O)Nc1cccc(Cl)c1C | 5.9 | -0.5 | -3 | -2 | -6 | 0.0 | -3 | 0.4 | -5 | 0
COc1ccc2nc(-c3ccccc3)nc(C3CCCCC3)c2c1 | 2.6 | 1.8 | -8 | -2 | -2 | 3.3 | -4 | -2.0 | -15 | 5
COCCN(CC1CCCN(C2Cc3ccccc3C2)C1)C(=O)c1cccc(C)c1 (stereo unspecified) | -0.8 | -1.3 | -2 | -3 | 15 | -2.1 | 1 | -1.0 | -15 | 1
Cc1ccc(-n2c(N)c(C(=O)Nc3ccccc3F)sc2=S)cc1C | 4.0 | 2.2 | -3 | 1 | 7 | -0.1 | 0 | -1.0 | -3 | 6
COc1ccc(CN(CC(=O)NC2CCCC2)C(=O)CCC(=O)Nc2nc(C)cs2)cc1 | 0.7 | 2.7 | -5 | -2 | 16 | -1.2 | 0 | -1.5 | 2 | 0
CC1CCN(C(=O)CSc2n[nH]c(-c3cccs3)n2)CC1 | 4.5 | 0.9 | -1 | -1 | 0 | -0.6 | -7 | -0.3 | -4 | 5
FC(F)(F)COc1ccc(-c2nnc(SCc3ccccc3)o2)cn1 | 1.9 | 5.0 | 0 | -1 | 5 | 2.5 | -2 | 0.0 | 6 | 3
O=C(Cc1ccccc1)N1CCC2(CC1)NCCc1[nH]cnc12 | 2.5 | 0.2 | 1 | 0 | -5 | 1.3 | -2 | -1.9 | -16 | 10
CC(C)(C)OC(=O)NCC(=O)N1CCC(C(=O)O)CC1 | 3.6 | 0.7 | -1 | -6 | 0 | -2.4 | ? | -0.8 | 3 | 14
CCOc1ccccc1N(C(=O)Nc1ccc(Cl)cc1)C1=NCCS1 | 1.4 | 3.6 | -1 | -2 | -74 | 2.4 | 0 | -2.3 | -17 | /
CCN(CC(=O)NNC(=O)c1ccccc1)Cc1ccc(OC)c(F)c1 | 0.2 | 2.0 | 22 | -1 | 10 | 1.1 | 4 | -2.7 | -11 | 0
Cc1ccc(N2C(=O)CC3(CCCC3)CC2=O)cc1 | 1.3 | 1.9 | 4 | 0 | -14 | 1.0 | -4 | 0.2 | -11 | -3
O=C(N/N=C\c1ccccc1)c1sccc1-n1cccc1 | 2.2 | -0.5 | -1 | -2 | -6 | -0.7 | 0 | -0.5 | -21 | -1
COc1ccc(NC2=NC(=S)N(c3cccc(C)c3)C23CCCCC3)cc1 | 1.4 | 2.8 | / | 0 | 60 | 0.7 | -7 | -1.0 | -11 | -5
COc1ccc(CN(C)C(=O)COC(=O)c2cc([N+](=O)[O-])ccc2N2CCCC2)c(OC)c1OC | 0.8 | -1.7 | -1 | -1 | 3 | 0.3 | 3 | -0.8 | 9 | 21
Cc1nn(C)cc1C(C(=O)NC1CCCCC1)N(Cc1ccc(F)cc1)C(=O)c1cnccn1 (stereo unspecified) | 2.6 | 2.9 | -1 | / | -15 | -1.3 | 11 | -0.7 | -26 | -2
Cn1cnnc1SCC(=O)NNC(=O)c1ccc([N+](=O)[O-])cc1 | -1.1 | 3.8 | -5 | 2 | -20 | -0.6 | -1 | -0.5 | -10 | 1
O=C1CC(c2cccs2)Cc2nc(NC(=O)C3CC3)ncc21 (stereo unspecified) | 2.6 | 0.5 | 0 | -2 | -11 | 1.9 | 1 | 0.0 | -13 | 3
Cc1nc2ccccc2c2oc(C(=O)N3CCC(C)CC3)cc12 | 1.5 | 0.8 | 3 | -3 | -5 | 1.2 | 5 | -2.6 | 1 | -4
Cc1ccccc1C(=O)NC(NC(=O)c1ccccc1C)c1cccc([N+](=O)[O-])c1 | -0.5 | 2.8 | -4 | -1 | -15 | 1.6 | 0 | -0.5 | -2 | -11
O=C(CCSc1ccccc1)NC1CCCCCC1 | -0.7 | 4.1 | 14 | -3 | 4 | -0.2 | -12 | 1.2 | -1 | -4
Cc1ccc(CN2C(=O)CCSc3ccc(Cl)cc32)cc1 | 2.7 | 0.6 | / | -5 | -1 | 0.0 | 11 | -0.2 | -8 | -2

A different layout for some results above.
mol	AddAB inh	phage Ecoli inh	Wnt bcat act	DAGLB inhibitor	PfHsp90 yeast 2	Ecoli viability	Tat export inh	CAL PDZ inh	PvdQ inh	Rtt109 HAT inh
Cc1ccccc1C(=O)NC(NC(=O)c1ccccc1C)c1cccc([N+](=O)[O-])c1	-0.5	2.8	-4	-1	-15	1.6	0	-0.5	-2	-11
Cc1csc(=O)n1CCC(=O)OCC(=O)NNC(=O)c1ccccc1	-1.5	0.6	0	1	33	0.7	1	-1.8	-10	5

Source: PubChem BioAssay (several laboratories)

Compounds as they come. About 1.9% of those tested had a hit in this group.
